RAD54 inh: inhibitors of human RAD54 branch migration. Q92698. inhibition, % at 10.4 µM. hit rate 0.14% among 360,000. RAD54 Holliday junction branch migration, FAM/BHQ fluorescence;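 active = mean normalized replicate activity at least 40 and at least half of replicates scoring 40 or more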;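 note: 0% = median of neutral control wells and 100% = median of positive control wells; inhibitors cause a drop in the FAM fluorescence signal; in these data hits start at about 50%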
RAD52 anneal inh: blocks human RAD52 DNA annealing | recombinant RAD52 DNA annealing, FRET fluorescence | AID 651710 | inhibition, % at 18.7 µM | hit rate 0.46% among 360,000;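 active = every replicate showing at least 50% inhibition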
FN deposit inh: fibronectin deposition inhibition; AH1F fibroblasts, Alexa488-fibronectin deposition fluorescence, overnight; inhibition, % at 12.6 µM; hit rate 0.086% among 350,000; AID 743247;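 active = mean inhibition across replicates of 30% or more, regardless of how many single replicates reach that level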;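 note: positive control wells lacked labelled fibronectin entirely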
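Assay system: AH1F fibroblasts / Quantity: 10000 cells per well / Medium: DMEM plus 2% serum, read in PBS / Reagent: labelled fibronectin 24 nM / Dosing: single dose, pinned / Times: 1 h cell attachment, overnight exposure to compound and label / Signal: fluorescence, ex 485 nm, em 525 nm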
S100A4 inh HTS: blocks human S100A4 binding to myosin IIA peptide; inhibition, % at 10.7 µM; hit rate 0.14% among 360,000; P26447; S100A4/TAMRA-MyoIIA peptide fluorescence polarization;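 active = mean inhibition of at least 70% across replicates, with every replicate also reaching that level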
Target sequence (P26447 whole entry, looked up): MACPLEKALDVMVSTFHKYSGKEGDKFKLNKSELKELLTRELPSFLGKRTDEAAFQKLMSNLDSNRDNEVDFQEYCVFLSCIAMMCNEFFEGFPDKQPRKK
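Test system: S100A4 monomer protein. Medium: HEPES buffer with Ca2+, pH 7.2. Reagent: fluorescent myosin IIA peptide, 5 nM. Compound dosing: single-point compound testing. Timing: 5 min between mix addition and reading. Benchmarks: DMSO neutral and TFP positive wells.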
esBAF inh: inhibitors of esBAF chromatin remodeling in mouse ES cells | Bmi1-luciferase knock-in reporter, 24 h; 100% = twice the neutral-well signal | reporter increase, % at 12.5 µM | hit rate 2% among 350,000 | AID 602393; in the data active = activation above about 40%;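 note: 0% = median of the plate's neutral control wells and 100% = double that signal; a rise in the Bmi1 reporter signal indicates esBAF inhibition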
E-sel inducer: induces E-selectin expression in human endothelial cells | activation, % at 7.58 µM | hit rate 0.37% among 260,000 | HUVEC E-selectin immunofluorescence imaging; normalized: neutral wells 0, TNF-alpha wells 100;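 active = mean E-selectin-positive cell signal at least 10% of the positive control, reached in at least 60% of replicates, without over 20% cell loss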;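 note: in these data hits start at about 27%; measured in HUVEC primary endothelial cells; signal is the percent of cells scored E-selectin positive by PE staining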
Target sequence (P16581 whole entry, looked up): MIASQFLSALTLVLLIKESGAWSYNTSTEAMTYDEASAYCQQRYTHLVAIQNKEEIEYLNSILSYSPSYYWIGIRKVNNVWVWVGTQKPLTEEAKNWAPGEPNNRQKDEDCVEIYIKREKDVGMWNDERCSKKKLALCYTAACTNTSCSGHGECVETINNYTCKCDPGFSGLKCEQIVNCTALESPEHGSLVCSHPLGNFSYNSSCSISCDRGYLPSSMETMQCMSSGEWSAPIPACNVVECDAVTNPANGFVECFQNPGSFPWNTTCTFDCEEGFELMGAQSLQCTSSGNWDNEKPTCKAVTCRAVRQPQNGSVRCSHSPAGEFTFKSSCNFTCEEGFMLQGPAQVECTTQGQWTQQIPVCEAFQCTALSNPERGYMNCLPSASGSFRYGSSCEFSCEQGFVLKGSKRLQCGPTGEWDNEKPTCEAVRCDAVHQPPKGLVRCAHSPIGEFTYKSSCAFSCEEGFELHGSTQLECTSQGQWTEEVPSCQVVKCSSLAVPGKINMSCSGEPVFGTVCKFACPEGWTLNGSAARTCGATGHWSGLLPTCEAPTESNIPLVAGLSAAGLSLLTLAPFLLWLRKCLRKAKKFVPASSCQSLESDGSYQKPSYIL
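Test system – human umbilical vein endothelial cells (HUVEC), E-selectin induction · Input – 3,000 HUVEC seeded per well · Buffer or medium – EGM-2, gelatin · Compound dosing – single-point compound dose · Detection – immunofluorescence imaging · Measure – percent E-selectin-positive cells · Controls – TNF-alpha high, DMSO low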
XiGFP reactiv: activators of X-chromosome reactivation in mouse fibroblasts | XiGFP mouse fibroblasts, % GFP-positive cells imaging, 3 d; cells co-treated with 5-aza-dC sensitizer; scaled so ellipticine positive control = 100% | activation, % at 7.58 µM | hit rate 0.055% among 360,000;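 active = mean normalized replicate activation at least 10% and every replicate at or above 10%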;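 note: 0% = median of on-plate neutral control wells and 100% = ellipticine 6 µM median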
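material = 68-5-11 XiGFP fibroblast line | medium = DMEM plus 5-aza-dC sensitizer | schedule = 3 days compound exposure | benchmarks = positive control ellipticine, 6 µM final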
EWS-Fli inh: inhibitors of EWS/Fli oncoprotein transcriptional activity | A673 NR0B1-luciferase reporter, viability-normalised | inhibition, % at 12.6 µM | hit rate 0.67% among 350,000;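 active = mean inhibition of at least 50% after viability correction, with every replicate also passing that limit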;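 note: firefly luciferase signal divided by Alamar Blue viability fluorescence both relative to DMSO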
* hit, by the source's call; . = not tested or not shown.

SMILES	RAD54 inh	RAD52 anneal inh	FN deposit inh	S100A4 inh HTS	esBAF inh	E-sel inducer	XiGFP reactiv	EWS-Fli inh
C[C@H]1CN([C@@H](C)CO)C(=O)c2cccc(NS(=O)(=O)c3ccc(Cl)cc3)c2O[C@H]1CN(C)Cc1ccncc1	-7	16	.	-5	-1	0.9	0.4	1
O/N=C(\c1ccc(Cl)cc1)c1cc2ccccc2o1	-1	-15	.	-5	-1	.	.	-6
CCOC(=O)C1(Cc2cccc(F)c2)CCN(C(=O)C2CCCO2)CC1 (configuration not stated)	-2	-2	5	-1	-3	10	0.1	0
CC(C)(C)C(=O)Nc1c2c(nn1-c1ccc(F)cc1)CSC2	-10	-20	0	-3	6	.	0.0	.
COc1cc(O)c(NC(C)=O)c2nonc12	-7	-5	.	1	-2	.	.	16
Cc1ccc(N(C(=O)NC2CCCCC2)C2=NCCCCC2)cc1	.	-11	-1	-7	.	-0.7	0.8	-9
OC(c1ccc(Cl)c(F)c1)c1ncc(-c2ccccc2C(F)(F)F)[nH]1 (configuration not stated)	-4	-2	0	-3	3	0.0	0.0	6
CCn1cc(CNC(=O)c2cc(COc3ccc(F)cc3F)on2)cn1	-14	-6	13	2	-1	0.0	0.0	6
C[C@@H]1CN([C@H](C)CO)C(=O)CCCn2cc(nn2)CO[C@@H]1CN(C)S(=O)(=O)c1ccc(Cl)cc1	5	-2	6	1	2	-0.2	0.0	-9
COCC(=O)Nc1ccc2c(c1)C(=O)N(C)C[C@@H](OC)[C@H](C)CN(C(=O)c1ccccc1)[C@@H](C)CO2	3	-8	10	-2	-3	0.5	0.0	7

Limited to E-sel inducer and esBAF inh (two entries from above):
Compound	E-sel inducer	esBAF inh
CCOC(=O)C1(Cc2cccc(F)c2)CCN(C(=O)C2CCCO2)CC1 (configuration not stated)	10	-3
Cc1ccc(N(C(=O)NC2CCCCC2)C2=NCCCCC2)cc1	-0.7	.

(listing goes on)
SMILES	RAD54 inh	RAD52 anneal inh	FN deposit inh	S100A4 inh HTS	esBAF inh	E-sel inducer	XiGFP reactiv	EWS-Fli inh
COC(=O)c1ccc(CNC(=O)c2c3c(nc4ccccc24)CCN(Cc2ccccc2)C3)cc1	-9	.	1	.	.	0.3	0.8	.
Cc1nn(C)cc1-c1csc(N)n1	.	7	.	1	.	-0.2	0.2	7
COc1ccc(C2=NN(C(=O)CSC3=NN4CCCC(=O)N=C4S3)C(c3cccc(OC)c3OC)C2)cc1 (configuration not stated)	-3	3	14	-4	3	0.0	0.1	0
COC(=O)c1ccccc1NC(=O)N1CCN(c2ccc(F)cc2)CC1	13	4	-4	1	-5	0.2	-0.1	10
CCOc1cc(/C=N/NC(=O)c2cccc(S(=O)(=O)N3CCCC3)c2)ccc1OCC(=O)N(C)C	8	-9	1	-13	1	0.6	0.1	3
CCN1/C(=C/c2cc[n+](CCCS(=O)(=O)[O-])c3ccccc23)Sc2ccccc21	.	-328	6	-17	.	.	0.0	-12
CO[C@@H]1CN(C)C(=O)c2ccc(NC(=O)Nc3ccccc3Cl)cc2OC[C@@H](C)N(S(=O)(=O)CC(F)(F)F)C[C@H]1C	-16	-25	8	-12	2	0.0	0.2	17
O=C(C[C@H]1C=C[C@H](NC(=O)Nc2ccc(F)cc2)[C@H](CO)O1)NCCN1CCCC1	0	-17	-14	-8	2	-0.1	0.1	2
O=S(=O)(Nc1ccc2c(c1)OCO2)c1ccc(F)c(F)c1	-8	-8	-2	5	-1	.	0.7	-16
CCN1CCN(CCC(=O)Nc2ccccc2C)CC1	6	-3	1	-2	3	.	0.2	-4

As entered above:
For FN deposit inh, COCC(=O)Nc1ccc2c(c1)C(=O)N(C)C[C@@H](OC)[C@H](C)CN(C(=O)c1ccccc1)[C@@H](C)CO2 has 10
For esBAF inh, COc1cc(O)c(NC(C)=O)c2nonc12 has -2
For EWS-Fli inh, CO[C@@H]1CN(C)C(=O)c2ccc(NC(=O)Nc3ccccc3Cl)cc2OC[C@@H](C)N(S(=O)(=O)CC(F)(F)F)C[C@H]1C has 17
For FN deposit inh, OC(c1ccc(Cl)c(F)c1)c1ncc(-c2ccccc2C(F)(F)F)[nH]1 (configuration not stated) has 0

The results go on.
SMILES	RAD54 inh	RAD52 anneal inh	FN deposit inh	S100A4 inh HTS	esBAF inh	E-sel inducer	XiGFP reactiv	EWS-Fli inh
COc1ccc(OC)c(CCNC(=O)CS(=O)(=O)Cc2nc(-c3ccccc3Cl)oc2C)c1	-1	-8	6	-3	2	12	0.0	.
C[C@@H]1CN([C@H](C)CO)S(=O)(=O)c2ccc(C#CC3CCCC3)cc2O[C@H]1CN(C)S(C)(=O)=O	-3	7	.	-14	18	1.5	-0.5	14
CC(=O)Nc1ccc(NC(=O)c2ccccc2C)cc1	13	2	.	2	-2	.	.	1
CC(C)(C)C1CCC(C(=O)OCC(=O)N2CCOCC2)CC1 (configuration not stated)	.	-15	-1	2	.	-0.5	0.1	4
Cc1ccc(OCC(=O)NC(C)c2ccccc2)c([N+](=O)[O-])n1 (configuration not stated)	.	-13	-11	0	.	4.8	0.2	-2
CCN(CC)c1ccc(S(=O)(=O)N2CCOCC2)cc1NC(=O)CN1C(=O)NC2(CCC(C)CC2)C1=O (configuration not stated)	14	-5	2	-3	5	-1.8	-0.1	-5
COc1ccc2c3c([nH]c2c1)[C@H](CO)N(Cc1cccnc1)CC31CCN(C(=O)c2cccnc2)CC1	.	-112	.	-1	.	-0.7	0.1	-14
CCCOc1ccc(C(=O)NNC(=S)NC(=O)c2ccco2)cc1	.	-16	9	0	-67	5.3	0.5	27
COc1ccc(NS(=O)(=O)c2ccc(Br)cc2)cn1	-4	-1	6	0	-9	.	0.0	-5
Cc1cc(C(=O)COC(=O)c2ccc3c(c2)NC(=O)CS3)c(C)n1CC1CCCO1 (configuration not stated)	-1	.	-2	.	.	0.1	0.2	.
COc1ccc(CCNC(=O)CSc2nc3[nH]ncc3c(=O)n2-c2ccc(Cl)cc2Cl)cc1OC	.	-1	-5	-14	.	.	0.0	-16
CCOC(=O)c1cc2sccc2n1CC(=O)N1CCCc2ccccc21	3	-12	.	4	-2	.	.	-27
Cc1nc2c(-c3ccccc3)c(C)nn2c(C)c1CCC(=O)NCc1ccco1	-8	-12	-4	-2	-1	0.4	-0.1	5
Cc1nonc1NC(=O)CSc1cn[nH]n1	5	8	2	-3	-3	0.0	0.0	3
COc1ccc(NC(=O)N(C)C[C@H]2Oc3c(NC(=O)Nc4cccc5ccccc45)cccc3C(=O)N([C@@H](C)CO)C[C@H]2C)cc1	.	11	.	-17	.	0.1	-0.6	2
CC1=C/C(=N\NC(=O)c2cccs2)CC(C)(C)C1	.	-2	11	2	.	.	-0.2	-5
Cn1c(=O)n(C)c2cc(N3CCOCC3)c(NC(=O)c3cccc(Cl)c3)cc21	-10	-1	6	-6	0	.	0.1	-5
CS(=O)(=O)N(CC(=O)N1CCN(Cc2ccccc2)CC1)c1cccc([N+](=O)[O-])c1	6	-5	1	6	-8	.	0.2	6
Cn1cnc(S(=O)(=O)N[C@@H]2CC[C@@H](CC(=O)N3CCN(c4ccccc4)CC3)O[C@@H]2CO)c1	-9	-10	-10	7	0	0.1	-0.3	-1
C(=N\Nc1nncc2ccccc12)/c1ccccc1	.	-8	4	-3	38	.	-0.1	1
O=C(Nc1nccs1)[C@@H]1[C@@H](CO)[C@@H]2Cn3c(cccc3=O)[C@H]1N2C(=O)C1CCCC1	1	-6	1	-3	4	0.3	0.0	1
O=C(C1CCCCC1)N1CC(=O)N2[C@@H](CO)[C@H](c3ccc(Br)cc3)[C@@H]2C1	.	1	2	3	.	0.0	0.0	-2
O=C(c1cc2ccccc2cc1O)N1CCN(c2cccc(Cl)c2)CC1	.	-11	-4	-2	.	.	0.2	-4
C[C@@H]1CN([C@@H](C)CO)C(=O)c2cc(NS(=O)(=O)c3ccccc3)ccc2O[C@@H](C)CCCCO[C@@H]1CN(C)CC1CCCCC1	3	13	.	-6	-1	-0.1	0.3	9
COc1ccc(Nc2nc3cc(C)ccc3cc2C#N)cc1	4	-46	-6	-5	-2	.	0.1	4
O=C(c1cccnc1)N1CC2(C1)[C@@H](c1ccccc1)[C@@H](CO)N2C(=O)CC1CC1	.	-9	-3	1	.	0.2	0.0	-1
Cc1ccccc1OCC(=O)Nc1cccc(S(=O)(=O)NC2=NCCC2)c1	-11	-5	3	-3	13	-0.4	0.0	-20
O=C(CN1CCCC1)Nc1sc2c(c1C(=O)Nc1ccccc1)CCCC2	-3	-17	.	1	8	0.2	0.5	.
COc1cccc(N2C(=O)CC(N3CCN(CCN=CC4=C(O)CC(C)(C)CC4=O)CC3)C2=O)c1 (configuration not stated)	10	-44	3	4	6	.	0.1	6
O=S(=O)(NCCc1ccccc1)c1ccc(Cl)nc1	6	.	0	.	7	0.3	0.0	.
Cc1noc(C)c1NC(=O)N(C)C[C@@H]1Oc2ccc(NC(=O)NC(C)C)cc2CC(=O)N([C@H](C)CO)C[C@H]1C	7	-7	.	1	-1	.	-0.5	-4
O=C(NCC1CCCO1)C1CCN(C2CCN(Cc3cccs3)CC2)CC1 (configuration not stated)	-8	-237	10	-26	-5	-0.1	-0.1	0
Cc1ccc(C)c(NC(=O)c2cc(-c3cc(C)c(C)cc3O)n[nH]2)c1	1	-13	.	-2	57*	.	0.3	-31
NC(=O)NO	2	-1	-12	0	-2	-1.4	0.0	-6
CN(c1ccc(C(=O)N2CCOCC2)cc1)S(C)(=O)=O	-2	-13	.	-1	-3	.	.	4
COC(=O)C(Cc1ccc(O)cc1)NS(=O)(=O)Cc1ccccc1 (configuration not stated)	.	6	2	0	.	-0.1	0.1	-8
CS(=O)(=O)N1Cc2ccccc2CC1C(=O)OCC(=O)NCCc1ccc(S(N)(=O)=O)cc1 (configuration not stated)	-4	-8	.	5	-5	.	-0.1	5
O=C(CC(=O)NCc1ccc(Cl)cc1)NCc1ccc(Cl)cc1	-1	-18	6	-5	2	.	0.0	5
Cc1c(NS(=O)(=O)c2cccc(C(=O)NCc3ccco3)c2)c(=O)n(-c2ccccc2)n1C	-12	-26	-1	4	-1	.	-0.1	2
O=C(CSc1ccc(-c2cccnc2)nn1)N1CCCc2ccccc21	.	-13	5	4	.	.	-0.1	-1
Cc1ccc(-c2ccc3c(c2)O[C@@H](CN(C)Cc2ccccn2)[C@H](C)CN([C@H](C)CO)S3(=O)=O)cc1	1	12	.	5	-10	0.1	0.3	65*
COc1ccc(/C=N/NC(=O)c2ccc(CN3C(=O)c4cccc5cccc3c45)cc2)cc1O	.	-19	-7	-2	.	.	-0.1	36
Cc1cc(C)nc(NC(=S)NC(=O)c2ccccc2F)n1	3	-8	6	-2	.	0.5	0.0	-33
COc1ccc(C2C(C(=O)N3CCN(C)CC3)c3cc(OC)c(OC)cc3C(=O)N2C)cc1 (configuration not stated)	-1	-3	.	4	-3	.	0.0	-3
Cc1[nH]n(S(=O)(=O)c2ccccc2)c(=O)c1N=Nc1cccc(Cl)c1	-4	-15	2	-6	-7	0.7	0.1	12
CCOc1ccccc1N(CC(=O)Nc1ccc(OC)cc1OC)S(=O)(=O)c1ccccc1	-4	3	11	-3	0	.	0.1	18
C=CCNc1nc(Nc2ccc(-c3nc4ccccc4o3)cc2)nc(N2CCOCC2)n1	5	-7	.	1	-2	.	.	11
CCCNC(=O)c1onc(CSc2ccc(F)cc2)c1C(=O)NC(C)C	-3	0	-12	-20	3	3.6	0.0	3
COC(=O)c1ccc(/C=C(\C#N)c2ccccn2)cc1	-2	-7	4	0	102*	-0.1	-0.2	-6

Assay outcomes deposited in PubChem by Broad Institute.
